RBX1-CUL1 inh = inhibitors of human ROC1-CUL1 ubiquitin ligase activity; in vitro K48 di-Ub FRET, acceptor:donor ratio, 45 min; inhibition, % at 10 µM; hit rate 0.6% among 140,000; AID 1347404, 2020; in the data active = inhibition above about 25%
Target sequence (P62877 whole entry, looked up): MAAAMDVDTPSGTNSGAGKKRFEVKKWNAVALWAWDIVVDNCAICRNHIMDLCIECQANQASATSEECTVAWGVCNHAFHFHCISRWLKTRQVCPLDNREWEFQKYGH
Target sequence (Q13616 whole entry, looked up): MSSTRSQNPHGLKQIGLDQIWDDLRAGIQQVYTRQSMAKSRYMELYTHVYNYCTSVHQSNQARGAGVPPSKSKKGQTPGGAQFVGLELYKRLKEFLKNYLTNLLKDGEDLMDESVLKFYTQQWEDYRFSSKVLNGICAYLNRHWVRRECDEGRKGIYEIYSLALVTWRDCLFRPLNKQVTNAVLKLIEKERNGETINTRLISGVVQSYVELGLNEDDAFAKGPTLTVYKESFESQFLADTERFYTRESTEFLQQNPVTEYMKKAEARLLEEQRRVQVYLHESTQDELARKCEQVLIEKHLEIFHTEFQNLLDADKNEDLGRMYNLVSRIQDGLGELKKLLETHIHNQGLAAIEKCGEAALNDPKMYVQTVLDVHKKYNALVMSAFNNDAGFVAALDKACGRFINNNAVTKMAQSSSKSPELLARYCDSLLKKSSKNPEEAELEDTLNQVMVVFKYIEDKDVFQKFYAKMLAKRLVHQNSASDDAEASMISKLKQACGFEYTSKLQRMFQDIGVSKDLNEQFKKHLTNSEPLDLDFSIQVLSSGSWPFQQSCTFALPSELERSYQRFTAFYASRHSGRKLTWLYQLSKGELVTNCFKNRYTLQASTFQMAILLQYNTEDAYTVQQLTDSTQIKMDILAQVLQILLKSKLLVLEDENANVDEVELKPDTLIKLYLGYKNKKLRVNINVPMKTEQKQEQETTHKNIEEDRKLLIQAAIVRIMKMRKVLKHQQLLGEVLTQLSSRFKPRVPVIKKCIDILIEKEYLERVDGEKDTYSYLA
Numbers without * were called inactive; & = joins results of further samples.

SMILES | RBX1-CUL1 inh
Cc1cc(OCC(=O)NCC2(N3CCOCC3)CCCCC2)ccc1Cl | -7.4
CCC1CN(C(=O)NCc2ccc(C)cc2)c2cc(Cl)ccc2O1 (stereo unspecified) | -2.9
Cc1cc(=O)n(CC(=O)NCCC(C)C)c2c1c(C)nn2C | -2.6
O=C(COc1ccc(Cl)cc1)Nc1nccs1 | -3.3
C/C(=C\c1ccccc1)CC(=NC(=O)c1ccccc1)C(=O)N/N=C(\C)c1ccccc1O | 3.5
CCOC(=O)C(C(=O)OCC)C(Nc1ccc(Cl)cc1)c1ccccc1 (stereo unspecified) | -3.2
O=C(Nc1ccc2c(c1)OCO2)c1cc2nc(-c3ccc4c(c3)OCO4)cc(C(F)(F)F)n2n1 | 2.7
CS(=O)(=O)N1CCC(C(=O)N2CCN(C(c3ccccc3)c3ccccc3)CC2)CC1 | 2.3
CC(=O)Nc1ccc(-c2c[n+]3ccc4ccccc4c3n2C)cc1 | -14.2
CC12CCC(C(=O)N3CCN(C(c4ccccc4)c4ccccc4)CC3)(OC1=O)C2(C)C (stereo unspecified) | 3.7
Cc1nc(SCC#N)c2c(C)c(C)sc2n1 | 2.0
CC1=Nc2nc(NCc3ccc(Cl)cc3)nn2C(=O)C1Cc1ccccc1 (stereo unspecified) | 7.2
COC(=O)/C=C/C(=O)Nc1cccc(C(F)(F)F)c1 | 2.4
CCCCOc1cccc(C(=O)N(Cc2ccc(C)o2)c2ccccn2)c1 | 0.5
CCn1c(C)c(C)c2cc(C(=O)N3CCN(c4ccccc4)CC3)ccc21 | -7.8
CCOc1ccc2c(c1)-c1c(ssc1=Nc1ccc(S(=O)(=O)Nc3nccc(C)n3)cc1)C(C)(C)N2 | 0.2
COc1ccc(C2CC(=O)c3cnc(NC(=O)c4ccccc4)nc3C2)cc1 (stereo unspecified) | 7.1
CC(C)(C)c1cc(SCCc2ccncc2)cc(C(C)(C)C)c1F | -23.7
Cc1ccc(CN(Cc2ccco2)c2cnc(S(C)(=O)=O)nc2C(=O)Nc2ccc(Br)cc2)o1 | -4.6
COc1cc(/C=C2\SC(=Nc3cccc(C)c3)N(c3cccc(C)c3)C2=O)cc(OC)c1OC | 6.4
COc1ccc2c(c1)c(=O)c(S(=O)(=O)c1ccc(Cl)cc1)cn2C | 11.8
CN(C)c1nc2nonc2nc1N(C)Cc1cnccn1 | 8.2
CCOC(=O)C1C(C)=NC2=C(C(=O)CC(c3ccc(OC)c(OC)c3)C2)C1c1cc(OC)c(OC)cc1OC (stereo unspecified) | -6.9
O=C(CC1(O)C(=O)N(Cc2ccccc2)c2ccc(Br)cc21)c1ccccc1 (stereo unspecified) | -8.8
CC(=O)OC1CCC2(C)C(CCC3C2CC2(OCCO2)C2(C)C(C(C)=O)CCC32)C1 (stereo unspecified) | 7.2
COc1cccc(OCc2nc(C(=O)NCc3cn4ccccc4n3)co2)c1 | 9.4
O=C(O)c1cccc(NC(=O)c2cc(S(=O)(=O)c3ccccc3)ccc2Cl)c1 | -2.7
O=C(/C=C/c1cccc2ccccc12)c1ccc2c(c1)OCCO2 | -7.2
O=C(CCNS(=O)(=O)c1cccc2nsnc12)Nc1ccc(F)cc1 | 1.5
COc1ccc2c(Sc3ccc(Cl)cc3)c(C(=O)N3CCC(C)CC3)[nH]c2c1 | 2.0
Cc1ccc(-n2c(=O)c3cccnc3n2CC(=O)Nc2cccc(C)c2C)cc1 | -4.9
CC(=O)N1CCc2c(sc3c2c(=O)n(-c2ccccc2C)c(=O)n3Cc2cccc(F)c2)C1 | 12.6
O=C(O)c1ccccc1C(=O)N1CCC(O)(c2ccc(Cl)cc2)CC1 | 0.1
COC(=O)c1c(C)n(CCOc2ccc(C(C)(C)c3ccccc3)cc2)c2ccc(O)cc12 | -10.0
COc1ccc(C(=O)n2cnc3ccccc32)cc1Br | -5.5
CCN(CC)CCNC(=O)c1c(C)oc2ncnc(N3CCOCC3)c12 | -0.9
O=C(CCS(=O)(=O)c1cc2c(cc1Cl)NC(=O)CO2)NCCc1ccccc1 | 3.9
Cc1ccc(-n2c(SCC(=O)Nc3c(C)cc(C)cc3C)nc3sc4c(c3c2=O)CCCC4)cc1 | 3.2
CCOc1ccccc1C(=O)Nc1c(C)cccc1CC | -3.5
Cc1ccccc1S(=O)(=O)Nc1ccccc1F | -11.1
Cc1cc(C)cc(N2CC(c3nc(-c4cccc(Cl)c4)no3)CC2=O)c1 (stereo unspecified) | -2.6
CC(C)Cc1nn2c(=O)cc(COC(=O)c3cccc(NS(C)(=O)=O)c3)nc2s1 | -5.4
CCc1cccc(NC(=O)C2CCC(CNS(=O)(=O)c3ccc(Br)s3)CC2)c1 (stereo unspecified) | -9.1
COc1ccc(/C=C2\SC3(SC(C(=O)c4cccs4)=NN3c3ccccc3)N(c3ccccc3)C2=O)cc1 (stereo unspecified) | 9.9
CCc1cc2n(nc1CC)c1ccccc1[n+]2Cc1ccc(C(=O)[O-])cc1 | -2.0
O=C(COc1ccc(-c2nc3c(cnn3Cc3cccnc3)[nH]2)cc1)N1CCCC1 | 12.9
Cc1cc(Br)cc(C)c1NC(=O)Cn1nc(-c2ccccc2)oc1=S | -9.8
Nc1cc(C(=O)NCc2cccnc2N2CCOCC2)ccn1 | 4.7
O=C(CC1Sc2ccccc2NC1=O)Nc1ccc(N2CCOCC2)cc1 (stereo unspecified) | -0.9
COc1ccccc1-c1c(Cl)nc(Oc2ccc3ccc(=O)oc3c2)c(=O)n1C | 3.0
Cc1cc(CN(C)C(=O)c2cc(-c3cnn(C)c3)nc3ccccc23)ccn1 | 0.0
CC(C)C(=O)NC(=S)Nc1ccc(CN2CCOCC2)cc1 | -2.4
CCc1ccc(-c2cn3c(n2)sc2cc(C(=O)NCCC4=CCCCC4)ccc23)cc1 | -5.5
CCCC1=NN2C(=N)/C(=C\c3cc(C)n(-c4cc(C)ccc4OC)c3C)C(=O)N=C2S1 | 2.8
Cc1ccc(OCC(=O)Nc2ccc3c(c2)sc(=O)n3C)cc1 | 0.2
c1coc(-c2nnc(-c3ccco3)o2)c1 | 6.3
Cc1ccc(N2C(=O)C3C(c4ccccc4)OC4(C(=O)c5ccccc5C4=O)C3C2=O)cc1Cl (stereo unspecified) | 7.0
CN1CCN(C(=O)c2ccc3c(c2)N(Cc2ccc(Cl)cc2)C(=O)c2ccccc2S3(=O)=O)CC1 | 7.9
OCCC1CN(C2CCOCC2)CCN1Cc1ccccc1 (stereo unspecified) | -3.1
C(=NCc1ccccc1)c1cn(-c2ccccc2)nn1 | 15.2
Next section:
SMILES | RBX1-CUL1 inh
CCOc1ccc(C(=O)Oc2ccc3ccccc3c2)cc1 | 1.0
CCOc1ccc(C(=O)N2CC(=O)Nc3ccc(F)cc3C2c2ccc(F)cc2)cc1 (stereo unspecified) | -16.2
CCOC(=O)c1ccc(NC(=O)C2CC(=O)NC(=Nc3ccc(C)c(C)c3)S2)cc1 (stereo unspecified) | 7.5
O=C1C2C3C=CC(C3)C2C(=O)N1c1cccc([N+](=O)[O-])c1 (stereo unspecified) | -1.3
O=C(CSc1c2c(nc3cc(Cl)ccc13)CCCC2)N1CCN(c2ccccc2)CC1 | -3.7
Cc1nnc(N2C(=O)C(=O)C(C(=O)c3cc4ccccc4o3)C2c2cccc(Oc3ccccc3)c2)s1 (stereo unspecified) | 34.8*
CCOC(=O)CCNC(=O)N1CCc2ccc(NC(=O)c3ccccn3)cc2C1 | 0.7
COCCN1N=C(C)Cn2c1nc1c2c(=O)n(C)c(=O)n1C | 7.9
CCS(=O)(=O)N1CCc2cc(C(=O)Nc3ccc(Br)cc3F)ccc21 | -0.6
Cc1ccc(NC(=O)CSc2nc3sc4c(c3c(=O)n2-c2ccc(F)cc2)CCCC4)c(C)c1 | -10.9
Fc1ccccc1N1CCN(c2ncnc3c2nc2n3CCCCC2)CC1 | 3.9
O=S(=O)(N=C(Nc1ccc(F)cc1)c1ccccc1)c1ccccc1 | 4.9
CCOc1ccc(-c2oc3ccccc3c(=O)c2OS(=O)(=O)c2ccc(F)cc2)cc1 | -0.3
CCN1CCN(c2cc(C)c3cc(NC(=O)/C=C/c4cccc(Cl)c4)ccc3n2)CC1 | -6.5
O=c1c2cnn(-c3ccc(Cl)cc3)c2ncn1Cc1ccc(Cl)cc1Cl | -1.7
CCOc1ccc(-c2csc(NC(=O)c3cccnc3)n2)cc1 | -6.8
CCOC(=O)C1(Cc2ccccc2)CCCN(S(=O)(=O)c2c(C)nn(C)c2Cl)C1 (stereo unspecified) | 5.8
CCOC(=O)C1=C(c2ccccc2)OC(=N)C(C#N)C1c1ccc(Cl)cc1Cl (stereo unspecified) | -8.5
C=CC[C@@H]1Cc2ccccc2[C@@H](C)N1 | 8.9
CC(C)(C)c1ccc(NC(=O)Nc2cc(C(F)(F)F)cc(C(F)(F)F)c2)cc1 | -8.1
O=c1c2cccnc2n(Cc2cccc(F)c2)c(=O)n1Cc1ccccc1Cl | 1.5
Cc1nc(C)c(C(=O)N2CCOc3ccc(C(O)C(c4ccccc4)c4ccccc4)cc3C2)s1 (stereo unspecified) | -1.1
COc1cc(C2c3c(oc4ccc(C)cc4c3=O)C(=O)N2Cc2ccccc2)ccc1O (stereo unspecified) | -6.3
Cc1ccc(C(C)C)c(OCC(=O)Nc2ccc(S(=O)(=O)Nc3cc(C)nc(C)n3)cc2)c1 | 1.9
Cc1cccc(NC(=O)CSc2nnc3sc4ccccc4n23)c1 | 4.9
COc1cccc(NC(=O)C(C)(C)C)c1 | -4.8
CC1CCC(C(C)C)C(OCC(O)CN2CCN(Cc3ccc4c(c3)OCO4)CC2)C1 (stereo unspecified) | -6.0
COc1cccc(C(=O)COC(=O)C(C(C)C)N2C(=O)C3C4CCC(C4)C3C2=O)c1 (stereo unspecified) | 1.3
CN(C(=O)c1cccnc1)C(Cc1ccc(F)cc1F)C1CCN(C(=O)C2(C)CCCCC2)CC1 (stereo unspecified) | -4.3
CC(=O)c1cccc(N=CCc2nnnn2-c2ccc(F)cc2)c1 | -8.6
Cc1ccc(C(=O)N2CCN(c3ccc([N+](=O)[O-])cc3Cl)CC2)cc1 | 0.3
CCn1c(CC2C(=O)N(C)c3ccc(Br)cc32)nc2ccccc2c1=O (stereo unspecified) | 7.3
CC1CCN(CC2CCN(C(=O)Nc3ccc(Br)cc3F)CC2)CC1 | -6.6
CC(C)CSc1ccccc1NC(=O)c1sc2nc(-c3ccncc3)ccc2c1N | -1.2&-2.8
CCN(CC)S(=O)(=O)c1ccc2oc(C(=O)NCc3ccccc3OC)c(C)c2c1 | -0.2
Cc1ccc(-c2nc3ccccn3c2Nc2c(C)cccc2C)o1 | 10.6
COC(=O)C1=C(C)N(C)C(=S)NC1c1ccccc1 (stereo unspecified) | -4.5
CC(C)(C)OC(=O)N1CCC2(CC1)C1CN(C(=O)OC(C)(C)C)CC=C1C(C#N)C(=N)C2(C#N)C#N (stereo unspecified) | -0.3
Cc1ccc(-n2nnc(C(=O)NCC3CCCO3)c2C)cc1 (stereo unspecified) | 2.5
Cc1ccc(C(=O)c2oc3ccccc3c2NC(=O)COc2ccccc2C)cc1 | -0.4
CCCCC(CC)C(=O)Nc1nnc(C(C)(C)C)s1 (stereo unspecified) | -11.0
CCOCC(=O)Nc1nnc(COCC)s1 | 3.9
CCc1ccccc1OCC(=O)Nc1ccc(S(=O)(=O)Nc2nc(C)cc(C)n2)cc1 | -3.3&4.8
O=C(Cc1c[nH]c2ccccc12)N(c1ccccc1)C1CCCCC1 | -6.5
c1cc(-c2nnc3sc(-c4ccc5c(c4)OCO5)nn23)ccn1 | 5.9
Cc1nn(-c2ccccc2)c2c1cc1c(=O)[nH]c(=O)nc-1n2-c1cccc(C(F)(F)F)c1 | 6.8
Cc1cc(C)c(NC(=O)Cn2nc3c(cc2=O)CCCC3)c(C)c1 | -3.7
COc1ccccc1NC(=O)CN1C(=O)C(c2ccc(F)cc2)=NC1(C)C | -3.8
CCc1ccccc1C1(Br)C(=O)c2ccccc2C1=O | -4.8
COc1ccc(OC)c(NC(=O)CSc2ccc(-c3sc(C)nc3C)nn2)c1 | 2.2
Cc1ccc(-n2c(=O)c3c4c(sc3n(CC(=O)Nc3ccccc3C)c2=O)CCCCC4)cc1C | 0.1
O=C(Nc1nnc(-c2cccs2)s1)c1ccc(OC2CCCC2)cc1 | -4.4
COc1ccccc1N1CCN(C(=O)CN2C(=O)C3CCCCC3C2=O)CC1 (stereo unspecified) | -3.9
Cc1ccc(NC(=O)CN2CCN(c3ccccc3F)CC2)cc1F | -7.0
CCOC(=O)CNC(=O)N1CCc2ccc(NC(=O)c3ccncc3)cc2C1 | 3.9

Of the compounds above, 17 have an aryl methoxy group:
SMILES | RBX1-CUL1 inh
COc1ccc(C2CC(=O)c3cnc(NC(=O)c4ccccc4)nc3C2)cc1 (stereo unspecified) | 7.1
COc1cc(/C=C2\SC(=Nc3cccc(C)c3)N(c3cccc(C)c3)C2=O)cc(OC)c1OC | 6.4
COc1ccc2c(c1)c(=O)c(S(=O)(=O)c1ccc(Cl)cc1)cn2C | 11.8
CCOC(=O)C1C(C)=NC2=C(C(=O)CC(c3ccc(OC)c(OC)c3)C2)C1c1cc(OC)c(OC)cc1OC (stereo unspecified) | -6.9
COc1cccc(OCc2nc(C(=O)NCc3cn4ccccc4n3)co2)c1 | 9.4
COc1ccc2c(Sc3ccc(Cl)cc3)c(C(=O)N3CCC(C)CC3)[nH]c2c1 | 2.0
COc1ccc(C(=O)n2cnc3ccccc32)cc1Br | -5.5
COc1ccc(/C=C2\SC3(SC(C(=O)c4cccs4)=NN3c3ccccc3)N(c3ccccc3)C2=O)cc1 (stereo unspecified) | 9.9
COc1ccccc1-c1c(Cl)nc(Oc2ccc3ccc(=O)oc3c2)c(=O)n1C | 3.0
CCCC1=NN2C(=N)/C(=C\c3cc(C)n(-c4cc(C)ccc4OC)c3C)C(=O)N=C2S1 | 2.8
COc1cc(C2c3c(oc4ccc(C)cc4c3=O)C(=O)N2Cc2ccccc2)ccc1O (stereo unspecified) | -6.3
COc1cccc(NC(=O)C(C)(C)C)c1 | -4.8
COc1cccc(C(=O)COC(=O)C(C(C)C)N2C(=O)C3C4CCC(C4)C3C2=O)c1 (stereo unspecified) | 1.3
CCN(CC)S(=O)(=O)c1ccc2oc(C(=O)NCc3ccccc3OC)c(C)c2c1 | -0.2
COc1ccccc1NC(=O)CN1C(=O)C(c2ccc(F)cc2)=NC1(C)C | -3.8
COc1ccc(OC)c(NC(=O)CSc2ccc(-c3sc(C)nc3C)nn2)c1 | 2.2
COc1ccccc1N1CCN(C(=O)CN2C(=O)C3CCCCC3C2=O)CC1 (stereo unspecified) | -3.9

From PubChem BioAssay

Only part of the results is shown; rates above refer to the full screens.
